Bioassay records as filed in PubChem BioAssay.
TTR transcr act = increases transthyretin transcription; activation, % at 16.7 µM; hit rate 1.3% among 92,000; SH-SY5Y TTR promoter Gaussia luciferase, luminescence; 100% = recombinant luciferase protein wells;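 active means activation above the mean of all tested compounds plus 3 SD, cut at about 9.5% in these data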;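 further: cells exposed to compounds for one day before reading; 0% = median of all test compound wells on the plate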
Starred values were filed as active, the others as inactive. The list is partial (hit frequency here may not be typical).

SMILES	TTR transcr act
CC(=O)OC1CCC2(C)C(=CCC3C2CCC2(C)C3CC3ON=C(C)C32)C1 (configuration not stated)	1.1
Cc1ccc(OC2CCN(C(=O)[C@H]3O[C@@H](n4ccc(=O)[nH]c4=O)[C@H](O)[C@@H]3O)CC2)cc1	6.3
COc1ccc(CC(=O)OCC(=O)Nc2cccc(Cl)c2)cc1	-1.6
NC(N)=N/N=C/c1ccc(Cl)c([N+](=O)[O-])c1	1.1
CCCCCC(=O)NC(=S)Nc1ccc(NC(=O)c2ccco2)cc1	4.6
CCOC(=O)Cc1csc(SCC(=O)Nc2ccc3[nH]c(=O)[nH]c3c2)n1	-0.9
O=C(COC(=O)/C=C/c1ccccc1Cl)NCc1ccccc1	-0.4
Cc1ccc(F)cc1C(=O)N1CCCC(c2cc(C(=O)Nc3ccccc3)no2)C1 (configuration not stated)	-4.1
COc1cccc(C(C[N+](=O)[O-])c2c(C)[nH]n(-c3ccccc3)c2=O)c1 (configuration not stated)	2.3
COC(=O)c1ccc(-c2noc(CN3C[C@H]4CC[C@H]3C4)n2)cc1	-0.2
CCOCCc1nnc(NC(=O)COC)s1	-0.1
CC(C)=CCC(C)(C)/C=N/NC(N)=O	3.2
COC(=O)C1CCN(S(=O)(=O)c2ccc(Br)s2)CC1	1.6
CCOC(=O)N1CCN(c2c(N3CCN(c4ccccc4OC)CC3)c(=O)c2=O)CC1	0.1
CC(=O)c1cc(-c2ccccc2)n(CCC(=O)NC2CCCC2)c1C	-0.9
COc1ccccc1C(=O)Nc1ccccc1C(=O)N1C(C)CCCC1C (configuration not stated)	1.1
CCC(C)[C@H](NC(=O)C1(c2ccccc2)CCN(C(=O)OC(C)(C)C)CC1)C(=O)N[C@@H](C(=O)O)c1ccccc1 (some centres not stated)	-1.0
CCOC1=C2[C@@H](CN(S(=O)(=O)c3ccccc3C)[C@H]2c2ccc(Cl)cc2)[C@H]2C(=O)N(c3ccccc3)C(=O)[C@H]2C1	-2.1
O=S(=O)(Cc1ccccc1Cl)NCCOc1ccccc1	0.8
Cc1cccc(O)c1C	0.3
CC(C)(C)C(=O)NC(=S)Nc1ccc(C(F)(F)F)cc1	-1.3
CC1=C(C(=O)N(C(C)C)C(C)C)CC(CC(=O)NCCCCc2ccccc2)C(=O)N1Cc1ccccc1 (configuration not stated)	-0.4
c1ccc(-c2ccc(-c3ccccn3)nn2)nc1	-0.2
CC(NC(=O)c1cc2sccc2n1C)c1ccc2c(c1)OCCO2 (configuration not stated)	-0.7
CN(C)c1cccc(-c2nccc(N3CCC(C(N)=O)CC3)n2)c1	-2.2
(list continues)
SMILES	TTR transcr act
COc1ccc2cc3c(N)nn(C(=O)Cc4ccc(Cl)cc4)c3nc2c1	1.8
CC(C)c1ccc(NC(=S)NN2CCOCC2)cc1	1.4
CCCCNS(=O)(=O)/C=C/c1cc2c(cc1CNC(=O)OC(C)(C)C)OCO2	-0.8
CCc1ccc(-n2nc3ccc(NC(=O)c4ccc5c(c4)OCO5)cc3n2)cc1	14*
Cc1ccc(Cn2cnc3ccccc32)cc1C	0.8
CC(C)NC(=O)CN1CCN(C(c2cc3ccccc3o2)c2nnnn2C(C)(C)C)CC1 (configuration not stated)	-1.7
O=C(Cc1ccc(Br)cc1)Nc1ncc([N+](=O)[O-])s1	-3.8
COC(=O)C1CC(C(=O)OC)C2C(C(=O)OC)CC(C(=O)OC)C12 (configuration not stated)	0.2
CN(C(=O)COC(=O)/C=C/c1cccs1)c1c(N)n(Cc2ccccc2)c(=O)[nH]c1=O	-0.1
O=C(COc1ccc2ccccc2c1)N1CCN(C(=O)c2ccco2)CC1	-1.9
CCOC(=O)c1ccc(NC(=O)CN2C(=O)CNC2=O)cc1	0.2
CSc1ccc(Cl)c(C(=O)OCC(=O)NC2CC2)c1	-1.9
C[C@H](CO)N1C[C@H](C)[C@@H](CN(C)C(=O)Cc2ccccc2)OCCCC[C@H](C)Oc2ccc(NC(=O)NC3CCCCC3)cc2C1=O	4.1
CCOc1c(Br)cc(CNc2ccc3c(c2)OCCO3)cc1OC	7.1
CCOC(=O)c1sc(NC(=O)c2cncc(Br)c2)nc1C	0.7
CCCN(CC(=O)Nc1ccc(F)c(F)c1F)CC(=O)Nc1c(Cl)cccc1Cl	-0.5
COc1ccccc1Nc1c2ccccc2nc2ccccc12	-4.7
O=C(c1ccccn1)N(CC1CCCO1)C1(C(=O)NC2CCCCC2)CCCCC1 (configuration not stated)	1.9
CCOC(=O)CSc1nc2ccccc2c(=O)n1NC(=O)c1ccccc1	-0.4
O=c1c2ccc([N+](=O)[O-])cc2ncn1CCOc1ccc(Cl)cc1	1.0
O=C1C2C(CC3c4ccccc4CCN32)CN1c1ccccc1 (configuration not stated)	1.1
Cc1nn(-c2ccc3ccccc3c2)c(=O)c2ccccc12	-0.5
Cc1ccc(C(=O)NC(=S)NCC2CCCO2)cc1[N+](=O)[O-] (configuration not stated)	0.5
O=C(CN1CCCCC1)Nc1ccccc1-c1ccccc1	2.0
COc1cc(C(=O)NC2CCN(C)CC2)ccc1Nc1ncc2c(n1)N(Cc1ccccc1)CCC(=O)N2C	4.0
Additional compounds:
SMILES	TTR transcr act
COc1cc2sc(C)nc2cc1C	3.8
O=c1[nH]c(SCc2ccccc2)nc2c1sc1ccccc12	-2.2
CCOC(=O)C1=C(N)Oc2cc(O)ccc2C1c1cccc(Cl)c1 (configuration not stated)	-3.2
Cc1cc(C(=O)NNC(=O)C(C)NS(=O)(=O)c2ccccc2F)c(C)o1 (configuration not stated)	-1.4
O=C(NCCC1=CCCCC1)C1CCN(c2nnc(-n3cccc3)s2)CC1	-0.6
CCC(C)(C)NC(=O)/C=C/c1cnc2ccccc2n1	1.3
Cc1ccc2c(CN3C(=O)NC4(CCCCC4)C3=O)cc(=O)oc2c1C	4.8
Cc1ccc(C(=O)Nc2ccccc2N2CCCCC2)cc1	-1.4
CCc1ccc(-c2nc(C(N)=O)c3[nH]c(=O)n(-c4ccccc4OC)c3n2)cc1	2.2
Cc1csc(=S)n1-c1ccccc1	1.7
O=C(O/N=C(\c1ccccc1)c1ccccn1)c1ccc(Cl)c(Cl)c1	0.8
O=c1oc2ccccc2c(=O)c2ccccc12	3.3
Cn1c(=O)c2c(nc(OC3CCCC3)n2C)n(C)c1=O	-0.2
Cc1cccc(C)c1NC(=O)[C@@]1(CC(=O)O)CC(/C=C/c2ccccc2)=NO1	-0.8
CC(C)c1nnc(NC(=O)CCC(=O)NC2CCCCCC2)s1	6.5
CCOc1ccccc1C1NC(=O)c2ccccc2O1 (configuration not stated)	-0.3
CCc1ccc(OCc2n[nH]c(=S)n2Cc2ccccc2)cc1	-0.9
COc1cccc(COC(=O)c2nn(-c3ccccc3)nc2N)c1	-0.4
Cc1ccc(-c2nnn(CC(=O)N(Cc3ccc(F)cc3)C(C(=O)NC3CCCC3)c3ccncc3)n2)o1 (configuration not stated)	-2.9
Cc1ccc(NC2=NCC(=O)N2c2ccc3c(c2)OCCO3)c(C)c1	-2.0
Cc1cc(=O)n(C)c(=O)n1CCCCOc1cccc([N+](=O)[O-])c1	0.4
COc1cc(OC)cc(C(=O)NC(=S)Nc2cc3oc4ccccc4c3cc2OC)c1	-1.5
COc1ccccc1C(=O)N/C(=C/c1ccco1)C(=O)Nc1ccc(C(=O)O)cc1	-1.1
CCOC(=O)[C@@H]1[C@H]2COc3ccccc3[C@@H]2N2C(=O)N(c3ccc(F)cc3)C(=O)[C@@]12C	-0.5
COc1cccc2c1C(=O)CC2NC(=O)C(F)(F)F (configuration not stated)	-2.2
More entries follow:
SMILES	TTR transcr act
O=C(COc1ccccc1)Nc1cccc(-c2nn[nH]n2)c1	2.7
O=[N+]([O-])c1cc(-c2ccccc2)cc([N+](=O)[O-])c1O	-1.9
CCn1c(=O)c2c3c(sc2n2c(=S)[nH]nc12)CCC3	4.5
CC(=O)Nc1ccc(SCC(=O)Nc2sccc2C#N)cc1	0.4
CCCCNC(=O)C[C@H]1C(=O)N(Cc2ccc(OC)cc2)C2=CCCCC[C@@]21C(=O)OC	-1.4
Cc1ccc2c(c1)C(c1ccccc1)N(C(=O)C(C)C)CC(=O)N2 (configuration not stated)	1.2
CCC(=O)Nc1ccc(NC(=O)c2ccccc2Cl)nc1	-0.2
O=C(CSc1nc2ccccc2s1)N/N=C/c1cc([N+](=O)[O-])ccc1O	2.3
CCCC(=O)Nc1nc2n(n1)C(c1ccccc1)CC(=O)N2 (configuration not stated)	1.7
CC1c2ccccc2SC(CCCN(C)C)c2ccccc21 (configuration not stated)	-2.6
CCC1(CC)NC(=O)N(CC(=O)OCC(=O)Nc2ccccc2OC(F)F)C1=O	-1.3
CCOC(=O)CSc1nc(-c2ccccc2)cc(C(F)(F)F)n1	-2.8
COc1cc2c(cc1NC(=O)Nc1ccc(F)cc1)oc1ccccc12	0.9
CCN(C(=O)COC(=O)/C=C/c1ccc(Cl)c(Cl)c1)c1c(N)n(Cc2ccccc2)c(=O)[nH]c1=O	1.1
CCN(CC)CCN(C(=O)c1ccccc1OC)c1nc2ccc(F)cc2s1	-0.6
Cc1cc(=O)[nH]c2nnc(-c3ccc(Cl)cc3)n12	0.0
Cc1ccc(-n2c(-c3ccc(Br)cc3)c[n+]3c2CCc2ccc4cccnc4c2-3)cc1	-4.3
CCOC(=O)C(NC(=O)CC)(Nc1ccccc1OC)C(F)(F)F (configuration not stated)	4.6
O=C(C[C@H]1C/C=C\CC[C@H](Cc2ccc(F)cc2)C(=O)O[C@@H](c2ccccc2)CNC1=O)N[C@H](CO)Cc1ccccc1	-4.5
O=C(CSc1nnc(-c2c[nH]c3ccccc23)n1C1CC1)NC1CCS(=O)(=O)C1 (configuration not stated)	-0.6
COc1ccc(/C=N/NC(=S)Nc2ccccc2)cc1COc1ccccc1F	-1.6
NC(=S)NN=C1C=CCCC1	-1.4
O=C(Cc1ccccc1)Nc1ccc2oc(=O)ccc2c1	2.4
CCN(C1CCCCC1)S(=O)(=O)c1ccc(C(=O)O)cc1	0.5
Cc1ccc(-c2nc3c(c(=O)[nH]c(=O)n3CC(C)C)n2CC(C)C)cc1[N+](=O)[O-]	0.2
The list goes on.
SMILES	TTR transcr act
Nc1cc(N)nc(SCc2cccc(F)c2)n1	1.2
O=C(CNc1n[nH]c(=O)[nH]c1=O)N/N=C/c1ccccc1	-0.5
CC1(C)C2CC=C(/C=N/NC(=O)C(N)=O)C1C2 (configuration not stated)	-1.6
CN(c1ccc(OCC(=O)N2CCN(c3ccc(F)cc3)CC2)cc1)S(=O)(=O)c1cccs1	-2.6
FC(F)(F)c1cccc(-c2nc(COc3ccc(Cl)cc3Cl)no2)c1	-1.0
CN(c1cc(Cl)c2c(c1)OCO2)c1cc2c(c3c1ccn3C)C1CCC2C1 (configuration not stated)	-0.4
Cc1ccc(C(=O)Nc2ccncc2)c(Cl)c1	-1.1
COc1cc(CNc2nc(C)c([N+](=O)[O-])c(C)c2C#N)cc(OC)c1	-2.4
O=C(NC1CCCC1)C(c1ccccn1)N(C(=O)c1csnn1)c1ccccc1F (configuration not stated)	3.4
Clc1ccc(-c2cn3cccnc3n2)cc1Cl	-0.6
COc1ccc(C(=O)Nc2cc(OC)nc(OC)n2)cc1	-0.1
O=C1CCCc2c1cc(C(=O)O)c(=O)n2-c1ccccc1	1.5
CC(C)N(C)CCOC(=O)c1ccc2c(c1)OCCO2	-0.6
O=C(NC12CC3CC(CC(C3)C1)C2)c1ccccc1O	9.9*
O=C(C[n+]1ccc(C(=O)N/N=C/c2ccc(Br)cc2)cc1)c1ccccc1	-0.6
Cc1cc(Nc2ccc(C)c(Cl)c2)nc(N2CCOCC2)n1	-1.4
COc1ccccc1C(=O)NC(=O)COC(=O)C1CC1	3.2
COc1cc(-c2nnc(SCC(=O)NC3CCCC3)n2C)cc(OC)c1O	1.4
Cc1cc(OCC(=O)Nc2ccc(S(=O)(=O)N3CCN(C)CC3)cc2)ccc1Cl	-0.9
CC1CCN(C(=O)c2ccc(CS(=O)(=O)Cc3ccccc3)cc2)CC1	-1.9
COc1ccccc1C(=O)Nc1ccc(-c2nnn(CC(=O)N3CCOCC3)n2)cc1	1.5
COc1nc(-c2ccccc2)ccc1-c1noc(-c2ccco2)n1	1.9
COC(=O)[C@@H]1C[C@H]2CC[C@H](O)C[C@H]2N1Cc1ccccc1OC(=O)c1cccs1	-0.1
O=C1c2ccccc2C(=O)N1CCCc1cn(C[C@H]2CC[C@@H]([C@@H]3CC[C@H](Cn4cc(CCCN5C(=O)c6ccccc6C5=O)nn4)O3)O2)nn1	-0.8
Cc1ccc(NC(=S)N2CCc3[nH]c4ccccc4c3C2)cc1	2.6
Cc1cc(C)n(-c2ccc(F)cc2)c(=O)c1C#N	0.9
